IL1B NFkB inh: blocks IL-1B driven NFkB nuclear translocation in HUVEC cells | HUVEC IL-1B NFkB p65 nuclear translocation imaging | inhibition, % at 2 µM | 0.43% of 94,000 active | AID 796;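 active means inhibition above about 30% together with a positive call from visual inspection of the well image, limit read from the data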;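 further: nuclear over cytoplasmic p65 intensity ratio measured by imaging; 0% = IL-1B stimulated DMSO wells and 100% = unstimulated DMSO wells; values of inactives mirror those of a sister screen read the other way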
Bcl-B displacement: displacers of TR3 peptide from Bcl-B, primary screen, selectivity assay for Bfl-1 inhibitor project, biochemical, fluorescence polarization | FP displacement of FITC-TR3 peptide from Bcl-B; higher % means a stronger effect | displacement, % at 20 µM; hits with a dose series show IC50 in µM | 0.11% of 96,000 active | AID 748;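 active means displacement above 50% at 20 µM plus a fluorescence interference ratio under 1.5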;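 further: plate controls were wells without compound for no effect and wells lacking Bcl-B protein for full effect; a part of the inactive calls stands beside numbers as strong as those of hits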
MRP resist rev: reverses drug resistance mediated by MRP. 0.04% of 85,000 active. differential viability (reversal), % at 10 µM. AID 602. H69AR cells + 2 uM doxorubicin, CellTiter-Glo, 72 h;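 active means viability drop by adding the cancer drug above about 55%, with treated viability meeting a 40% cutoff, limit read from the data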;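 further: viability without doxorubicin minus viability with 2 µM doxorubicin for each compound; larger differential means the compound sensitizes cells more to doxorubicin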
MRP resist rev cytotoxicity: recorded beside MRP resist rev, whose call it bears; viability, %; H69AR cells, CellTiter-Glo, 72 h; measured here: cytotoxicity without doxorubicin
MRP resist rev with doxorubicin: recorded beside MRP resist rev, whose call it bears; viability, %; measured here: viability with 2 uM doxorubicin; hits give low values
IL1B NFkB inh cell count 2 µM: further read-out of IL1B NFkB inh, marked with its call; cell count; measured here: cells passing quality filter;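 raw number of nuclei counted in each imaged well without normalization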
Active calls of the source: *; · = not tested or not shown. Some of the compounds tested, so the mix of outcomes need not match the whole.

SMILES	IL1B NFkB inh	Bcl-B displacement	MRP resist rev	MRP resist rev cytotoxicity	MRP resist rev with doxorubicin	others
COc1cc2nc(NCCN3CCOCC3)n3nc(-c4ccccc4)nc3c2cc1OC	·	·	-14	66	79
Cc1cc(NCc2ccc3c(c2)OCO3)n2nc(C)nc2n1	·	·	0	97	97
NCCCC(=O)O	·	·	-8	92	100
Cc1cccc(-n2nc3c(c2NC(=O)CCC2CCCCC2)CS(=O)C3)c1C (centres undefined)	·	·	-1	92	93
O=C(O)c1ccccc1S	·	·	-3	97	100
CCN(CC)CCN1C(=O)C(=O)/C(=C(/O)c2ccc(F)cc2)C1c1ccncc1 (centres undefined)	·	·	-3	95	98
COc1ccc(OCC(O)Cn2c(Nc3cccc(C)c3)nc3c2c(=O)n(C)c(=O)n3C)cc1 (centres undefined)	·	·	-7	78	85
COc1ccc(CCNC(=O)CN2CCOc3ccccc32)cc1OC	·	·	5	87	83
COc1cc(-c2nnc3sc(-c4ccccn4)nn23)cc(OC)c1OC	·	·	1	65	64
CCc1ccccc1NS(=O)(=O)c1ccc2[nH]cc(C(=O)NC3CCCC3)c(=O)c2c1	·	·	-16	67	83
C=CCNC(=O)c1cnc2n(c1=O)CCS2	·	·	7	106	99
COC(=O)c1oc2ccc(OC)cc2c1N	·	·	-4	91	95
COc1ccc(OC)c(NC(=O)Cn2cnc3c(cnn3-c3ccccc3)c2=O)c1	·	·	7	86	79
COc1ccc(C(=O)Nc2cc(=O)n(C)c(=O)n2C)cc1OC	·	·	-19	92	111
CCCn1c(CN2CCN(C(=O)OCC)CC2)nc2c1c(=O)n(C)c(=O)n2C	·	·	0	72	72
CCOCCn1c(=O)c2c(nc3n2CCN3c2ccccc2)n(C)c1=O	·	·	12	86	74
O=C(CSc1ccc2nnc(-c3ccncc3)n2n1)NCC1CCCO1 (centres undefined)	·	·	-8	93	101
O=C(OC1CCOC1=O)c1ccc2ncsc2c1 (centres undefined)	·	·	-1	84	85
O=C(CC(NCCN1CCOCC1)C(=O)O)Nc1cccc(Cl)c1 (centres undefined)	·	·	-12	94	106
c1ccc(-c2nc3cc(Oc4ccc5oc(-c6ccccn6)nc5c4)ccc3o2)nc1	·	·	24	95	71

The final two compounds of the part before are carried over, then new ones follow:
SMILES	IL1B NFkB inh	Bcl-B displacement	MRP resist rev	MRP resist rev cytotoxicity	MRP resist rev with doxorubicin	others
O=C(CC(NCCN1CCOCC1)C(=O)O)Nc1cccc(Cl)c1 (centres undefined)	·	·	-12	94	106
c1ccc(-c2nc3cc(Oc4ccc5oc(-c6ccccn6)nc5c4)ccc3o2)nc1	·	·	24	95	71
Cc1cc(C)nc(NS(=O)(=O)c2cccs2)c1	·	·	29	106	77
O=C(CSc1nc2ccccc2o1)Nc1nc2c(s1)CCCC2	·	·	1	81	80
CCCCN1C[C@H](O)[C@@H](O)[C@H](O)[C@H]1CO	·	·	12	91	80
CC(=O)[C@H]1CC[C@H]2[C@@H]3CCC4=CC(=O)CC[C@]4(C)[C@H]3[C@H](O)C[C@]12C	·	·	16	90	74
CC1CCc2cc(F)cc3c(=O)c(C(=O)O)cn1c23 (centres undefined)	·	·	9	101	92
Cc1cc(NC(=O)CN2CCCCC2C)nc2c1c(=O)oc1ccccc12 (centres undefined)	·	·	-25	55	79
O=C(Nc1ccncc1)c1cc2ccccc2oc1=O	·	·	-8	74	82
CCN(CC)CCN1C(=O)c2oc3ccc(F)cc3c(=O)c2C1c1ccncc1 (centres undefined)	·	·	4	90	85
CCCCCn1c(=NC(C)=O)c(C#N)cc2c(=O)n3cccc(C)c3nc21	·	·	-16	50	66
CN1CCN(c2nc(C(N)=O)cc(-c3ccccc3)n2)CC1	·	·	12	79	67
CC(=O)N=c1sc(S(N)(=O)=O)nn1C	·	·	-4	101	106
CCOC(=O)N1CCC(N2Cc3cccc(C(=O)NCc4ccc5c(c4)OCO5)c3C2=O)CC1	·	·	-15	55	69
CC1CNCCN1S(=O)(=O)c1cccc2cnccc12 (centres undefined)	·	·	3	94	90
COc1ccccc1N1CCN(C2CCN(C(=O)c3cccs3)CC2)CC1	·	·	-3	91	94
COc1ccc(C(=O)Nc2cccnc2)cc1C(=O)Nc1cccnc1	·	·	13	101	88
Nc1nc(Cl)nc2c1ncn2[C@H]1C[C@H](O)[C@@H](CO)O1	·	·	-16	63	79
Cc1ccc2oc(=O)c3cnn(CC(=O)N(CCCN4CCOCC4)Cc4ccco4)c3c2c1	·	·	5	91	86
c1c2c(cc3sc(N4CCCCC4)nc13)OCCO2	·	·	3	79	76
CN(C)CCOC(c1ccccc1)c1ccccc1	·	·	6	98	92
O=c1oc2c3c4c(cc2cc1-c1nc2ccccc2[nH]1)CCCN4CCC3	·	·	0	2	2
Cn1c(NC(=O)CC2CCCCC2)cc(=O)n(C)c1=O	·	·	18	88	70
COc1cccc(NC(=O)Nc2nnc(N3CCCCC3C)s2)c1 (centres undefined)	·	·	-12	87	100
O=C(O)c1ccc(CS(=O)(=O)Cc2ccccc2F)o1	·	·	-4	93	97
C[C@]12CCC(=O)C=C1CC[C@@H]1[C@@H]2C(=O)C[C@@]2(C)[C@H]1CC[C@]2(O)C(=O)CO	·	·	21	101	80
COc1ccc(OC)c(N2C(N)=C(C#N)C(c3ccc(OC)c(O)c3)C3=C2CC(C)(C)CC3=O)c1 (centres undefined)	·	·	12	16	3
O=c1c2cc3ccccc3n2cnn1Cc1ccccc1F	·	·	-24	17	41
CC(=O)OCC(=O)[C@H]1CC[C@H]2[C@@H]3CCC4=CC(=O)CC[C@]4(C)[C@H]3CC[C@]12C	·	·	-8	78	85
Cc1ccc2nc(NC(=S)NC(=O)c3ccc(OC(C)C)cc3)sc2c1	·	7%	·	·	·
O=C(CCC(=O)Nc1ccccc1)N/N=C/c1ccncc1	·	2%	·	·	·
CCn1c2ccccc2c2cc(NC(=O)c3cccc([N+](=O)[O-])c3)ccc21	·	-6%	·	·	·
CC(C)CNC(=O)C(=O)NC1CCCC1	-4	·	·	·	·	IL1B NFkB inh cell count 2 µM=120
Cc1ccc(C(=O)C2C(c3ccc(-c4ccccc4[N+](=O)[O-])o3)NC(=O)NC2(O)C(F)(F)F)cc1 (centres undefined)	1	·	·	·	·	IL1B NFkB inh cell count 2 µM=124

19 structures from above, ordered by formula weight, largest number first.
SMILES	IL1B NFkB inh	Bcl-B displacement	MRP resist rev	MRP resist rev cytotoxicity	MRP resist rev with doxorubicin	others
Cc1ccc(C(=O)C2C(c3ccc(-c4ccccc4[N+](=O)[O-])o3)NC(=O)NC2(O)C(F)(F)F)cc1 (centres undefined)	1	·	·	·	·	IL1B NFkB inh cell count 2 µM=124
COc1ccc(OC)c(N2C(N)=C(C#N)C(c3ccc(OC)c(O)c3)C3=C2CC(C)(C)CC3=O)c1 (centres undefined)	·	·	12	16	3
CCOC(=O)N1CCC(N2Cc3cccc(C(=O)NCc4ccc5c(c4)OCO5)c3C2=O)CC1	·	·	-15	55	69
Cc1ccc2oc(=O)c3cnn(CC(=O)N(CCCN4CCOCC4)Cc4ccco4)c3c2c1	·	·	5	91	86
Cc1ccc2nc(NC(=S)NC(=O)c3ccc(OC(C)C)cc3)sc2c1	·	7%	·	·	·
CC(=O)OCC(=O)[C@H]1CC[C@H]2[C@@H]3CCC4=CC(=O)CC[C@]4(C)[C@H]3CC[C@]12C	·	·	-8	78	85
C[C@]12CCC(=O)C=C1CC[C@@H]1[C@@H]2C(=O)C[C@@]2(C)[C@H]1CC[C@]2(O)C(=O)CO	·	·	21	101	80
CCn1c2ccccc2c2cc(NC(=O)c3cccc([N+](=O)[O-])c3)ccc21	·	-6%	·	·	·
O=c1oc2c3c4c(cc2cc1-c1nc2ccccc2[nH]1)CCCN4CCC3	·	·	0	2	2
COc1ccc(C(=O)Nc2cccnc2)cc1C(=O)Nc1cccnc1	·	·	13	101	88
O=C(O)c1ccc(CS(=O)(=O)Cc2ccccc2F)o1	·	·	-4	93	97
O=C(CCC(=O)Nc1ccccc1)N/N=C/c1ccncc1	·	2%	·	·	·
O=c1c2cc3ccccc3n2cnn1Cc1ccccc1F	·	·	-24	17	41
CC1CNCCN1S(=O)(=O)c1cccc2cnccc12 (centres undefined)	·	·	3	94	90
Nc1nc(Cl)nc2c1ncn2[C@H]1C[C@H](O)[C@@H](CO)O1	·	·	-16	63	79
Cn1c(NC(=O)CC2CCCCC2)cc(=O)n(C)c1=O	·	·	18	88	70
c1c2c(cc3sc(N4CCCCC4)nc13)OCCO2	·	·	3	79	76
CC(=O)N=c1sc(S(N)(=O)=O)nn1C	·	·	-4	101	106
CC(C)CNC(=O)C(=O)NC1CCCC1	-4	·	·	·	·	IL1B NFkB inh cell count 2 µM=120

High-throughput results as filed in PubChem BioAssay.
